NR3A LBD binder = binders of NR3A ligand-binding domain, primary screen, biophysical, differential scanning fluorimetry, uHTS; AID 1259313, 2017; NR3A LBD differential scanning fluorimetry, Tm shift; 0% = protein alone, 100% = glycine-bound protein; 2.5% of 340,000 active; Glutamate receptor ionotropic, NMDA 3A (GRIN3A) ligand-binding domain; Tm shift relative to glycine control, % at 25 µM;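 active means melting temperature shift of at least 10% of the positive control shift, at one fixed dose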
SENP6 inh = SENP6 protease inhibitors, primary screen, biochemical, luminescence, uHTS; Sentrin-specific protease 6 (Homo sapiens), Q9GZR1; Recombinant SENP6 catalytic domain, aminoluciferin luminescence; inhibition, % at 10 µM; 1.8% of 330,000 active; AID 2599, 2010;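 active means inhibition above about 50% at the single tested dose, limit read from the data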;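 further: plate controls were DMSO wells with enzyme for no effect and DMSO wells lacking enzyme for full effect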
hIAP activ = human IAP activators, primary screen, biochemical, luminescence, uHTS | 0.16% of 330,000 active | purified human IAP, CDP-Star luminescence, 30 min; active compounds read high; 1 = vehicle-only enzyme, 0 = enzyme-free background | activation factor at 10 µM | Intestinal-type alkaline phosphatase (Homo sapiens), P09923;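 active means activation factor of the enzyme at least 2-fold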; further: the source names both 10 and 20 µM as test concentration; values of inactives mirror those of a sister screen read the other way
Target sequence (P09923 whole entry, looked up): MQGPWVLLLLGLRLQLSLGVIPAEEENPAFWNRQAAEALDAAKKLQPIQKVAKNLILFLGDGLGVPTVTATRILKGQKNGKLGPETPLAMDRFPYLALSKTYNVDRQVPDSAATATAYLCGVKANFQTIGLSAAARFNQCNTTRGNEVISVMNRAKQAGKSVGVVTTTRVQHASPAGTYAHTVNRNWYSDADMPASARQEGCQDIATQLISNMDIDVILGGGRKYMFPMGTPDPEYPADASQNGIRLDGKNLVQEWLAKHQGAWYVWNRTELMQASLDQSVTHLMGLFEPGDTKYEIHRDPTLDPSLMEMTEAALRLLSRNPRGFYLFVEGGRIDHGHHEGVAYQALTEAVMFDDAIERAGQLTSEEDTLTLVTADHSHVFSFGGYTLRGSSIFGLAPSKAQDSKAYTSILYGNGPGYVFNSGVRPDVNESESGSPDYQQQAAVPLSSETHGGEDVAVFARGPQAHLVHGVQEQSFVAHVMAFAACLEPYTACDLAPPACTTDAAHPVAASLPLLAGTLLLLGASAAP
PfGluPho inh = PfG6PD enzyme inhibitors, primary screen, biochemical, fluorescence intensity, uHTS. PfGluPho enzyme, NADPH resazurin-diaphorase fluorescence. inhibition, % at 20 µM. 0.78% of 350,000 active. AID 504690, 2011;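 active means inhibition reaching at least a set limit at 20 µM in the primary screen, cut at about 59% in these data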;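 further: 0% = DMSO wells with substrate and 100% = DMSO wells lacking glucose-6-phosphate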
ATG4B inh = ATG4B protease inhibitors, primary screen, biochemical, fluorescence, uHTS. AID 504462, 2011. inhibition, % at 8.33 µM. ATG4B cleavage of LC3-PLA2, NBD-HPC fluorescence, 1 h. 0.51% of 340,000 active; in the data active means inhibition above about 40%
MPTP block = mitochondrial permeability transition pore inhibitors, primary screen, biochemical, isolated mouse mitochondria, absorbance; Ca2+ swelling absorbance, 30 min; inhibition, % at 10 µM; 1.4% of 360,000 active;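 active means inhibition of 50% or more, scaled per plate between neutral and stimulator controls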;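 further: 0% = DMSO wells given calcium and 100% = 1 mM EGTA wells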
SENP1 inh = human SENP1 catalytic domain inhibitors, primary screen, biochemical, FRET, uHTS; inhibition, % at 10 µM; AID 624204, 2012; recombinant SENP1 catalytic domain, CyPet-SUMO1-YPet FRET cleavage; 0.21% of 360,000 active; Sentrin-specific protease 1 (Homo sapiens), Q9P0U3;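 active means inhibition at least 30% at 10 µM, raw YFP signal under a set limit, fluorescence ratio 0.5 to 1.5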;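 further: 0% = enzyme with DMSO and 100% = no enzyme wells; some results filed as inactive read as strong as hits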
Target sequence (Q9P0U3 419-644 limits assumed): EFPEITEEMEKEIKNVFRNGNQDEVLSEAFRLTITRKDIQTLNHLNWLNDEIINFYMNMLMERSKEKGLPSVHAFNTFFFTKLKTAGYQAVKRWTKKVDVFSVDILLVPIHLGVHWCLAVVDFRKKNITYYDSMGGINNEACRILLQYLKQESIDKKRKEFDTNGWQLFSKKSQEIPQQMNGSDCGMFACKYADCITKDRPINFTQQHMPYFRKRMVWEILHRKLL
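Controls: no-enzyme wells low, DMSO-plus-enzyme wells high control. Test system: human recombinant His6-tagged SENP1 catalytic domain enzyme. Reagent: SFCypet-SUMO1-SFYpet FRET protein substrate, 25 nM final. Doses: one dose per compound, 10 µM, 0.5% DMSO. Detection: FRET, CFP and YFP emission. Timing: 50 min reaction at room temperature.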
SENP8 block = human SENP8 protease inhibitors, primary screen, biochemical, fluorescence, Nedd8 protein substrate, uHTS | Sentrin-specific protease 8 (Homo sapiens), Q96LD8 | recombinant SENP8 | inhibition, % at 20 µM | 0.64% of 360,000 active | AID 602440, 2012; in the data active means inhibition mostly above about 40%, no sharp cut-off; inactive means mostly below about 27%
Target sequence (Q96LD8 whole entry, looked up): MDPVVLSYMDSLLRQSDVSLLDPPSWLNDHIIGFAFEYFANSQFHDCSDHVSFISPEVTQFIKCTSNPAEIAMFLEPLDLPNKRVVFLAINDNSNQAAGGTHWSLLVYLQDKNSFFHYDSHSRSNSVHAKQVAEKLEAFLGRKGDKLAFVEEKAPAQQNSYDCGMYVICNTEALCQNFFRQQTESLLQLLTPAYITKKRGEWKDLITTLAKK
Numbers without * were called inactive; . = no result given.

Results follow in this order: NR3A LBD binder | SENP6 inh | hIAP activ | PfGluPho inh | ATG4B inh | MPTP block | SENP1 inh | SENP8 block
- N#C/C(=C/c1ccccc1)c1nn(CCO)c(N)c1C#N
    0 | -2 | 0.81 | 0 | -8 | 1.0 | -24 | -175
- CC(=O)Nc1ccc(S(=O)(=O)N(C)c2ccc(OCCOc3ccccc3F)cc2)cc1
    -2 | -7 | 1 | 3 | 13 | -0.3 | 6 | 12
- N#Cc1c(NC(=O)c2cnccn2)sc2c1CCCC2
    -1 | 38 | 1.2 | 12 | -2 | -2.3 | -2 | 2
- C/C(=N/NC(=O)c1ccoc1C)C12CC3CC(CC(C3)C1)C2
    1 | -2 | 0.99 | -21 | -6 | -2.5 | 1 | 13
- CC(C)CCn1c(N2CCCC2)nc2c1c(=O)n(C)c(=O)n2C
    -3 | 2 | 1.2 | -2 | 2 | -0.1 | 1 | 23
- CCCOC(c1ccccc1)(c1ccc(C(F)(F)F)cc1)C(Oc1nc(C)cc(C)n1)C(=O)O (configuration not stated)
    1 | 5 | 1.1 | -13 | 1 | 2.1 | -6 | 11
- COc1ccc2[nH]c(=O)c(CN(C3CCCCC3)C(c3nnnn3Cc3ccco3)C(C)C)cc2c1 (configuration not stated)
    -2 | 12 | 1.1 | 88* | -3 | -4.8 | -17 | -358
- Cc1ccc(C(C(=O)NCc2ccccc2)N(C(=O)c2csnn2)c2cccc3ccccc23)o1 (configuration not stated)
    0 | -9 | 1 | 13 | 25 | -1.4 | 1 | 12
- COC(=O)CSc1[nH]c2cc(C)ccc2c1[N+](=O)[O-]
    0 | -12 | 0.97 | -4 | -2 | 1.5 | -33 | -51
- Cc1c(O)c2cccnc2[nH]c1=O
    -1 | -19 | 1.1 | 3 | 9 | -2.6 | 1 | -27
- c1ccc(-n2cccc2)c(N2CCCCC2)c1
    -1 | -15 | 0.97 | 18 | 2 | 2.0 | -10 | 15
- O=C(Nc1ccccc1O)/C(=C\c1ccccc1)NC(=O)c1ccccc1
    2 | -13 | 1 | -13 | -4 | -0.3 | 3 | 18
- CN(C(=O)COc1cc(C(F)(F)F)nn1C)c1ccccc1
    0 | -25 | 0.98 | 0 | 2 | 0.0 | 4 | 10
- O=C(NNS(=O)(=O)c1ccc(Cl)cc1)c1cnn(-c2ccccc2)c1-n1cccc1
    0 | 16 | 0.84 | -2 | 29 | 3.3 | -1 | 11
- CCCC(c1nnnn1Cc1ccccc1)N1CCN(c2ccccc2OC)CC1 (configuration not stated)
    -5 | -11 | 1 | 13 | 2 | 2.5 | 1 | 10
- NS(=O)(=O)c1ccc(CCNC(=O)c2ccc(Cn3c(=O)[nH]c4ccccc4c3=O)cc2)cc1
    -1 | -11 | 0.98 | -5 | -3 | 1.8 | 0 | -4
- Cc1c2cnn(CC(=O)NCc3ccccn3)c(=O)c2c(C)n1Cc1ccccc1
    0 | -4 | 0.94 | 2 | -20 | -1.2 | -2 | -9
- CCC(=O)Nc1cccc(-n2nnnc2SCC(=O)N(C(C)C)C(C)C)c1
    -1 | -27 | 1.3 | 4 | -1 | -1.4 | 2 | 8
- CC(=O)Cc1cc(O)c2ccccc2c1OC(=O)c1ccccc1
    -4 | 12 | 0.93 | 66* | -13 | 3.8 | -1 | 38
- Cc1ccc(C)c(Oc2nnnn2-c2ccccc2)c1
    0 | -7 | 1.1 | -6 | -9 | -2.3 | 0 | 22

Shown as a hit in PfGluPho inh, of those listed so far:
molecule	NR3A LBD binder	SENP6 inh	hIAP activ	PfGluPho inh	ATG4B inh	MPTP block	SENP1 inh
COc1ccc2[nH]c(=O)c(CN(C3CCCCC3)C(c3nnnn3Cc3ccco3)C(C)C)cc2c1 (configuration not stated)	-2	12	1.1	88*	-3	-4.8	-17
CC(=O)Cc1cc(O)c2ccccc2c1OC(=O)c1ccccc1	-4	12	0.93	66*	-13	3.8	-1

The list goes on.
Results follow in this order: NR3A LBD binder | SENP6 inh | hIAP activ | PfGluPho inh | ATG4B inh | MPTP block | SENP1 inh | SENP8 block
- FC(F)(F)c1nc2ccccc2c2nc3ccccc3n12
    -1 | -11 | 1.1 | -13 | 13 | 1.0 | -2 | -348
- O=C(COC(=O)c1ccc2ncsc2c1)NC(=O)NCc1ccccc1
    1 | -2 | 0.98 | -7 | -4 | -1.8 | -6 | 5
- CCN1CCN(C(=O)c2cccc(OC3CCN(S(C)(=O)=O)CC3)c2)[C@@H](C)C1=O
    -2 | 2 | 0.87 | -1 | -2 | 0.0 | 0 | 6
- Cc1ccccc1C1=Nn2c(nnc2-c2ccco2)SC1
    1 | -18 | 0.94 | 14 | -3 | 2.5 | 1 | 11
- COc1cccc(/C=N/NC(=O)CN2CC(c3ccccc3)CC2=O)c1OC (configuration not stated)
    0 | 16 | 0.9 | 3 | -5 | -0.1 | 0 | -46
- CCN(Cc1ccccc1)C(=O)Cc1ccc(OC)c(S(=O)(=O)N2CCOCC2)c1
    0 | 2 | 1 | -10 | 3 | 0.0 | 0 | -5
- CC1=Nc2ccccc2/C1=C/c1sc(=O)n(CC(=O)N2CCCC2)c1O
    -1 | -4 | 1.3 | 9 | -7 | 1.1 | -57 | 1
- O=C1c2nccnc2C(=O)N1c1ccc(F)cc1
    -1 | 2 | 1 | -14 | 7 | 2.1 | 0 | 14
- C/C(=N\Nc1nccnc1Cl)c1ccc(Br)cc1
    0 | -10 | 1.2 | 6 | 0 | 1.0 | -2 | -29
- CCOc1ccccc1NC(=O)Cc1ccccc1OC
    -1 | -9 | 0.93 | 24 | -7 | -0.3 | 0 | 14

Shown with tabs: entries from further up.
molecule	NR3A LBD binder	SENP6 inh	hIAP activ	PfGluPho inh	ATG4B inh	MPTP block	SENP1 inh	SENP8 block
COc1cccc(/C=N/NC(=O)CN2CC(c3ccccc3)CC2=O)c1OC (configuration not stated)	0	16	0.9	3	-5	-0.1	0	-46
CCN(Cc1ccccc1)C(=O)Cc1ccc(OC)c(S(=O)(=O)N2CCOCC2)c1	0	2	1	-10	3	0.0	0	-5
CC1=Nc2ccccc2/C1=C/c1sc(=O)n(CC(=O)N2CCCC2)c1O	-1	-4	1.3	9	-7	1.1	-57	1
O=C1c2nccnc2C(=O)N1c1ccc(F)cc1	-1	2	1	-14	7	2.1	0	14

Additional structures
Results follow in this order: NR3A LBD binder | SENP6 inh | hIAP activ | PfGluPho inh | ATG4B inh | MPTP block | SENP1 inh | SENP8 block
- Cc1ccc(NC(=O)CSc2nc3ccc(Nc4nc(N5CCOCC5)nc(N5CCOCC5)n4)cc3s2)cc1
    15* | 0 | 0.91 | -10 | -5 | 0.5 | -5 | 5
- Cc1ccc(NC(=O)CSc2nnc(NC(=O)C3CC3)s2)cc1C
    21* | -17 | 1 | -18 | -4 | -2.4 | 2 | 12
- CC1(C)OC(c2ccccc2)=C/C(=C\C=N\NC(=O)c2ccncc2)O1
    -3 | -26 | 0.99 | -11 | -2 | 1.0 | 6 | 25
- CN(CC(=O)Nc1ccc(N2CCOCC2)cc1)C(=O)CSc1ccc(Br)cc1
    -5 | 3 | 1.1 | 0 | 3 | 0.3 | 1 | 14
- CCCn1cnc2cc(NCc3ccccc3O)ccc21
    1 | 5 | 1.1 | 17 | 1 | 1.2 | -4 | -146
- C=CCN(CC=C)CCOc1ccc(OC(C)C)cc1
    -4 | -34 | 1.1 | -6 | 9 | 1.3 | 3 | 22
- CCOc1ccccc1OCCC(=O)NNC(=O)Cn1nc(C)cc1C
    1 | -12 | 1.2 | 14 | 6 | -0.9 | 1 | 6
- COc1cccc(CN(C)C[C@@H]2OCc3cnnn3CCCC(=O)N([C@H](C)CO)C[C@H]2C)c1
    . | . | . | -3 | . | 2.0 | 3 | 15
- O=C1c2ccccc2C(=O)N1CCc1nc2ccccc2c(=O)n1CCCn1ccnc1
    1 | -6 | 1.2 | -6 | -9 | -1.9 | 3 | 24
- O=C(c1cc(-c2ccco2)nn1-c1cccc(Cl)c1)N1CCCCC1
    1 | -12 | 0.98 | 44 | 18 | 4.0 | -2 | -32
- O=C1c2ccccc2C2(c3ccccc3)NCCCN12 (configuration not stated)
    -6 | -8 | 0.86 | 7 | 0 | -1.8 | 1 | 1
- O=C(CCCc1ccccc1)Nc1ccnn1C1CCN(Cc2ccc(Cl)cc2)CC1
    1 | 0 | 2.9* | 3 | 15 | 0.6 | -3 | 13
- Cc1ccc(/C=C(\C#N)C(=O)NCc2ccco2)o1
    -7 | -16 | 0.84 | -12 | 3 | -0.3 | -1 | -11
- CCOc1ccccc1C(=O)N1c2ccccc2Sc2ccccc21
    -6 | -10 | 0.91 | 20 | -6 | -1.1 | 2 | 22
- CCC(C)NC(=O)CC(c1ccc(OC)cc1)n1cccc1 (configuration not stated)
    0 | -3 | 1.1 | -13 | -17 | -2.4 | 2 | 14
- Cc1ccccc1CNC(=O)C(=O)NCC1CCCN1S(=O)(=O)c1ccccc1 (configuration not stated)
    0 | -4 | 1.1 | 4 | 6 | 0.5 | -4 | 6
- CCOC(=O)C1=C(C)NC(C)=C(C(=O)OCC)C1C(=O)OCC(=O)NCc1ccccc1
    1 | 9 | 0.94 | 9 | -12 | 0.1 | -9 | -493
- CC(C)C[C@H]1CN=C(Nc2ccccc2)N1CC1CCCCCC1
    0 | -22 | 0.95 | -6 | -8 | 6.2 | 2 | 8
- COc1ccc(CCNC(=O)C2CCN(S(=O)(=O)c3ccc(OC)cc3)CC2)cc1
    1 | 1 | 0.78 | -5 | -8 | 1.2 | 0 | 10
- CCN(Cc1ccc(OC)c(F)c1)C(=O)c1oc2ccccc2c1COC
    5 | -16 | 1 | -7 | -4 | -0.1 | -1 | 0
- COc1ccc(C(=O)COC(=O)c2cncc(Br)c2)cc1
    1 | 30 | 0.9 | 11 | -1 | -0.2 | -2 | 14
- O=C(COc1ccccc1)NNC1=NS(=O)(=O)c2ccccc21
    -1 | 5 | 0.99 | -12 | -1 | -1.1 | 2 | 0
- CCOc1ccccc1NC(=O)C(C)CC (configuration not stated)
    1 | 13 | 0.91 | -8 | -7 | 0.4 | 1 | 16
- O=C1C(Cl)=C(Nc2ccc(F)cc2)C(=O)N1CCc1ccccc1
    2 | -3 | 0.71 | 7 | 6 | 4.0 | 3 | 26
